Compound activity deposited in PubChem by The Scripps Research Institute Molecular Screening Center.
TEAD-YAP inh: TEAD-YAP interaction inhibition, primary screen, TEAD-YAP interaction inhibitor project, luminescence, HEK-TIYL cells. AID 1259422, 2018. TEAD-Gal4/YAP UAS-luciferase luminescence. 640,000 tested, 1.4% active. inhibition, % at 9.12 µM; in the data active = inhibition above about 32%;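 note: 0% = median of test compound wells and 100% = reference inhibitor wells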
GPR151 activ: activators of human GPR151, primary screen, cell-based, PathHunter beta-arrestin, luminescence; G-protein coupled receptor 151 (Homo sapiens), Q8TDV0; PathHunter beta-arrestin GPR151 cells; activation, % at 11.2 µM; 650,000 tested, 1% active; in the data active = activation above about 4.9%;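 note: 0% = median of compound wells and 100% = cells with positive control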
Target sequence (Q8TDV0 whole entry, looked up): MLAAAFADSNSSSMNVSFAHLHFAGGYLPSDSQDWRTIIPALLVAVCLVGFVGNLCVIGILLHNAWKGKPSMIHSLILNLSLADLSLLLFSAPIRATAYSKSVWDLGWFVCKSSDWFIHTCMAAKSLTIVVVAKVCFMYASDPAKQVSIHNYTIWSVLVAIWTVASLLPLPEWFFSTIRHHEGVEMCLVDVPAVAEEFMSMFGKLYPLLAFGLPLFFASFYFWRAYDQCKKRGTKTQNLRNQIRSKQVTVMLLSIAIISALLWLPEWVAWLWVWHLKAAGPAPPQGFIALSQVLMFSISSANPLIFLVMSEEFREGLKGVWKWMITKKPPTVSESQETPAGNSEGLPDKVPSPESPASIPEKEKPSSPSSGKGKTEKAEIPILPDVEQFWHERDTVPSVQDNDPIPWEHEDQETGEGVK
MITF inh: MITF inhibitors, primary screen, biochemical, AlphaScreen, human; Microphthalmia-associated transcription factor (Homo sapiens), O75030; AlphaScreen MITF homodimerization, bead proximity signal; inhibition, % at 2.6 µM; 650,000 tested, 0.91% active; in the data active = inhibition above about 50%;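 note: 0% = vehicle wells with protein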
FBW7 act: FBW7 E3 ligase activators, primary screen, biochemical, AlphaScreen, human | 650,000 tested, 0.13% active | AID 1259310, 2017 | normalized activity (activation), % at 26.1 µM | F-box/WD repeat-containing protein 7 (Homo sapiens), Q969H0 | AlphaScreen FBW7–phospho-cyclin E peptide binding, activator screen; in the data active = normalized activity above about 1.9%;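 note: purified mutant Fbw7 with reduced substrate affinity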
Target sequence (Q969H0 whole entry, looked up): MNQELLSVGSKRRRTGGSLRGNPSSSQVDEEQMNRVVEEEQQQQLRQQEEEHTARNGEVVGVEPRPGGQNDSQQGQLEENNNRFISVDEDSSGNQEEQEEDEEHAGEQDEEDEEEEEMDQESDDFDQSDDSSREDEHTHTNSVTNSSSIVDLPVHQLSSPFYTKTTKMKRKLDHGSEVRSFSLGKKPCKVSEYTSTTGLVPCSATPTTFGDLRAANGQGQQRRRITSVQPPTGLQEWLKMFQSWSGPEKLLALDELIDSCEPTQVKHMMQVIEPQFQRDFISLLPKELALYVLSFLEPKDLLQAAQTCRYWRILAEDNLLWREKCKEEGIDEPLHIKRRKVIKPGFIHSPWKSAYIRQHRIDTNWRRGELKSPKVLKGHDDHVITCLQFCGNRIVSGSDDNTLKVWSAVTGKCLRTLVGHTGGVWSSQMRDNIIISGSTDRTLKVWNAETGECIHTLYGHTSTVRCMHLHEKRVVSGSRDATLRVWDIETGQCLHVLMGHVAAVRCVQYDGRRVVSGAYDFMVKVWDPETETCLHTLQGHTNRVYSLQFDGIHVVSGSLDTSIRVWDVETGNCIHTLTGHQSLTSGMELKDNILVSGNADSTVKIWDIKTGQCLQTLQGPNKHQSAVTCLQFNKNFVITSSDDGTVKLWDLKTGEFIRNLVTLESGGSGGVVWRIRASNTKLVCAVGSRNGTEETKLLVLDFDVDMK
An asterisk follows results filed as active. The order is random; about 3.4% have a hit in one of these screens.

Second line of a record: TEAD-YAP inh | GPR151 activ | MITF inh | FBW7 act
CC(C)C(C(=O)OCC(=O)c1cccc([N+](=O)[O-])c1)N1C(=O)C2C3C=CC(C3)C2C1=O (stereo not given)
 : 13 | 0.3 | -1 | -0.1
CCCCC(=O)N1CCN(c2nc(-c3ccccc3)c3c(c2C#N)CCCC3)CC1
 : 1 | -0.6 | 0 | -0.1
COc1ccc(C2(C)NC(=O)N(CC(=O)NC3CCCCC3)C2=O)cc1 (stereo not given)
 : 3 | -1.8 | 6 | 0.3
CC1=C(C(=O)OCCC(C)C)C(c2ccc(Br)cc2)NC(=O)N1 (stereo not given)
 : 7 | 0.0 | 6 | -0.1
COc1cccc(CN2CCN(Cc3ccc(OC)c(Br)c3)CC2)c1
 : 2 | 0.0 | 66* | -0.1
COc1ccc(OC)c(C2C=C(Nc3ccc(C)cc3)C(=O)N2c2ccc(C)cc2)c1 (stereo not given)
 : 8 | 0.3 | -8 | -0.3
Cc1nc2ccccc2c2oc(C(=O)Nc3ccc4c(c3)OCO4)cc12
 : 2 | 1.6 | -5 | 0.0
O=C(COC(=O)/C=C/c1cccc(F)c1)COC(=O)/C=C/c1cccc(F)c1
 : -2 | -1.2 | 8 | 0.9
CCn1c(=N)c(C(=O)OC)cc2c(=O)n3cc(C)ccc3nc21
 : -4 | 0.1 | -8 | -0.3
COC(=O)c1c[nH]n2c(NC3CCCCC3)c(-c3ccc(Cl)cc3)nc12
 : -25 | 0.2 | 0 | 0.1
CSc1ccc(CN2CCC3(CCC(CNC(C)=O)O3)CC2)cc1 (stereo not given)
 : 2 | -0.9 | 4 | -0.1
Cc1cc([N+](=O)[O-])c(NC(C)C(=O)N2CCOCC2)c([N+](=O)[O-])c1 (stereo not given)
 : 13 | 0.9 | 5 | 0.7
CCCCOC(=O)C1=C(C)NC(=O)NC1c1cccc(OC)c1 (stereo not given)
 : -18 | -1.8 | 19 | 0.8
COc1ccc(/C=C(\C#N)C(=O)OCC(=O)N2CC(C)OC(C)C2)cc1 (stereo not given)
 : -8 | -0.7 | 18 | 0.5
COc1ccc(N(C(=O)c2cccc(C(F)(F)F)c2)C2C=CS(=O)(=O)C2)cc1 (stereo not given)
 : 9 | 0.7 | 5 | 0.0
Cc1nc(NC(=O)C23CCC(C)(C(=O)O2)C3(C)C)sc1C (stereo not given)
 : -9 | -1.3 | 13 | 0.1
CCn1nc(CC(=O)N2CCC(O)(c3ccccn3)CC2)c2ccccc2c1=O
 : -6 | -1.8 | 30 | 1.0
Cn1cccc1/C=N/n1c(-c2cccnc2)n[nH]c1=S
 : 2 | 2.6 | 11 | 0.1
O=C(OCc1ccccc1)N1CCOCCOCCOCCOCCOCC1
 : -8 | -0.6 | 4 | 0.2
O=C(OCc1ccc([N+](=O)[O-])cc1Cl)c1cnccn1
 : -13 | 1.8 | 10 | -0.1

Complete entries from above.
`COc1ccc(/C=C(\C#N)C(=O)OCC(=O)N2CC(C)OC(C)C2)cc1` (stereo not given) as listed: TEAD-YAP inh: -8; GPR151 activ: -0.7; MITF inh: 18; FBW7 act: 0.5
`COc1ccc(C2(C)NC(=O)N(CC(=O)NC3CCCCC3)C2=O)cc1` (stereo not given) as listed: TEAD-YAP inh: 3; GPR151 activ: -1.8; MITF inh: 6; FBW7 act: 0.3
`Cc1nc2ccccc2c2oc(C(=O)Nc3ccc4c(c3)OCO4)cc12` as listed: TEAD-YAP inh: 2; GPR151 activ: 1.6; MITF inh: -5; FBW7 act: 0.0

(next part)
Second line of a record: TEAD-YAP inh | GPR151 activ | MITF inh | FBW7 act
Cc1ccc(S(=O)(=O)NC(C)(C)CO)cc1-c1nnc2c3ccccc3c(C)nn12
 : -4 | 1.8 | 6 | -0.1
CCCN1Cc2cccc(C(=O)Nc3ccc4c(C)cc(=O)oc4c3)c2C1=O
 : 7 | -0.2 | -9 | -0.1
O=C(Nc1ccc2ccccc2c1)N1CCSC1c1ccco1 (stereo not given)
 : 4 | -0.4 | 0 | -0.1
CC1=C(C(=O)OCc2ccccc2)C(c2ccc(-c3cc(Cl)ccc3Cl)o2)C(C(=O)OCc2ccccc2)=C(C)N1
 : 14 | -0.1 | 5 | -0.2
CN(CCn1ccnc1)C(=O)CC1C(=O)NCCN1Cc1ccc(-c2ccccc2)cc1 (stereo not given)
 : 14 | -0.4 | -5 | -0.1
CCOc1ccc(C(=O)NC2CCS(=O)(=O)C2)cc1 (stereo not given)
 : -18 | 1.3 | -2 | 0.5
COc1ccc(CC(=O)OCc2nnc(-c3ccc([N+](=O)[O-])cc3)o2)cc1
 : 7 | 0.9 | 5 | -0.2
CCc1ccc(OCC(=O)Nc2ccc(N3CCN(C(C)=O)CC3)cc2)cc1
 : 3 | -1.3 | 0 | 0.0
CCc1ccc(NC(=O)CC(C(C)=O)C(=O)Nc2ccc(F)cc2)cc1 (stereo not given)
 : 3 | -0.5 | 2 | 0.1
NC(=O)c1c(NC(=O)Cn2c(=O)sc3ccccc32)sc2c1CCCC2
 : -7 | -0.1 | 4 | 0.0
Cn1c(=O)c(Cc2ccccc2)c(O)c2ccccc21
 : -5 | -1.7 | 5 | 0.2
C#CC(C)(C)NC(=O)CCC(=O)OCC
 : -9 | -0.5 | -8 | -0.1
CC(NC(=O)c1cc(-c2cccc(O)c2)on1)c1ccccc1 (stereo not given)
 : 8 | 0.7 | -2 | 0.0
CCCN(CCC)CCNC(=O)C1CCN(c2nc3ccc(OC)cc3s2)CC1
 : 11 | -1.4 | 1 | 0.0
COc1ccc(/C=C(\C#N)C(=O)NCC2CCCO2)c(C)c1 (stereo not given)
 : -21 | 0.2 | -1 | 0.0
O=C(CSc1nc(-c2ccccc2)cn1-c1ccccc1)Nc1ccc(F)cc1
 : 4 | -1.7 | 10 | 0.1
COc1ccccc1C(=O)N/N=C/c1ccc([N+](=O)[O-])s1
 : 49* | -0.9 | 0 | -0.3
Cc1ccc2c(c1)CN(CC(=O)NCc1cn3cc(C)ccc3n1)CC(c1ccsc1)O2 (stereo not given)
 : 6 | -0.7 | 9 | 0.0
COc1cc(NC(=O)c2cccc(-n3cc(NC(=O)Cc4ccc(F)c(C(F)(F)F)c4)cn3)c2)ccc1N1CCOCC1
 : -9 | -1.8 | -2 | 0.0
COc1ccc(/C=C2\SC(N3CCCC3)=NC2=O)cc1O
 : 2 | 3.6 | 0 | 0.0
COc1cncc(-c2cnc3ccc(NCc4ccco4)nn23)c1
 : 10 | -0.6 | 8 | -0.2
CC1(C)Cc2ccccc2-c2nncn21
 : 9 | -0.5 | 2 | 1.1
Cc1ccc(F)cc1Nc1nc(-c2cc3cc(Cl)ccc3oc2=O)cs1
 : 6 | 0.9 | -9 | -0.1
Cc1nnc2sc(-c3ccc(NC(=S)NC(=O)c4cccs4)cc3)nn12
 : 13 | -0.6 | 21 | 0.1
CCC(C)Nc1ncnc2c1cnn2-c1ccccc1 (stereo not given)
 : -45 | 0.8 | 6 | -0.1
CCCCCCSC1=C(C#N)C(c2ccco2)C(C(=O)Nc2ccccc2)=C(C)N1 (stereo not given)
 : -1 | -0.5 | -11 | -0.3
Cc1ccc(F)cc1S(=O)(=O)N1CCC(c2nc(-c3ccncc3)no2)CC1
 : 6 | -0.8 | 2 | -0.3
COc1ccc(NC(=O)COc2ccc(C=O)cc2OC)cc1Cl
 : 1 | 1.6 | 8 | -0.1
O=c1[nH]nc(SCn2nnc3ccccc3c2=O)c(=O)[nH]1
 : 1 | -0.5 | 1 | 0.4
COc1ccc(C(=O)NNC(=O)CSc2nc3sc(C)c(C)c3c(=O)[nH]2)cc1
 : 7 | 4.5 | 17 | 0.0
Cc1occc1-c1nnc(SCC(=O)Nc2sc3c(c2C#N)CCC3)n1C
 : 5 | 1.0 | 11 | 0.0
CCn1c(C(=O)O)c(CC(=O)N(C)c2cc(C)ccc2C)c2ccccc21
 : 5 | 1.3 | 0 | 0.7
CCCN1CCN(c2ncnc3sc(C(=O)Nc4cc(C)on4)c(C)c23)CC1
 : 2 | -0.3 | 9 | 0.1
CCC(C)(C)c1ccc(OCCCC(=O)Nc2ccc(Cl)c(NC(=O)CC(=O)c3ccccc3OC)c2)c(C(C)(C)CC)c1
 : 2 | -0.3 | 0 | 0.3
CCOc1ccccc1N1C(=O)NC(=O)/C(=C/c2cc(Br)ccc2OC)C1=O
 : -1 | -1.0 | -19 | -0.1
C/C(=N\n1cnc2sc3c(c2c1=O)CCCC3)N(C)C
 : -18 | 4.0 | -20 | -0.1
CC(C)C(=O)Nc1ccc(-c2nc3ccccc3c(=O)[nH]2)cc1
 : 19 | -0.5 | -55 | 0.4
COc1ccc(C2CC(c3cccs3)=NN2C(=O)CSc2nnc(CNC(=O)c3ccccc3OC)n2-c2ccc(F)cc2)cc1 (stereo not given)
 : -10 | 0.6 | 0 | 0.0
Cc1ccc(S(=O)(=O)N2CCCC2CNC(=O)c2cccc(C)c2)cc1 (stereo not given)
 : 7 | 0.0 | 13 | 0.1
COc1ccccc1CNc1ncnc(N)c1[N+](=O)[O-]
 : -4 | -0.3 | -7 | -0.1

Next part (2 carried over from the part before).
Second line of a record: TEAD-YAP inh | GPR151 activ | MITF inh | FBW7 act
Cc1ccc(S(=O)(=O)N2CCCC2CNC(=O)c2cccc(C)c2)cc1 (stereo not given)
 : 7 | 0.0 | 13 | 0.1
COc1ccccc1CNc1ncnc(N)c1[N+](=O)[O-]
 : -4 | -0.3 | -7 | -0.1
COc1cc(OC)cc(C(=O)NCc2nnc(SCC(=O)N3N=C(c4cccs4)CC3c3ccc(F)cc3)n2-c2ccccc2)c1 (stereo not given)
 : 5 | -0.6 | 2 | 0.0
Cc1ccc(-n2ncc3c(N4CCN(Cc5ccccc5)CC4)ncnc32)c(C)c1
 : 11 | 0.5 | 5 | -0.1
CC(CC(=O)NCc1ccccc1)S(=O)(=O)c1ccc2c(c1)OCC(=O)N2 (stereo not given)
 : 1 | 1.4 | 7 | 0.0
COc1ccc(-c2noc(N3CCC(C(=O)NCCCN4CCC(C)CC4)CC3)n2)cc1
 : 14 | 1.4 | -2 | -0.2
O=C(NCCNc1cc(Cl)ccc1[N+](=O)[O-])c1cccc(Br)c1
 : 2 | 0.3 | 8 | -0.1
CCOC(=O)C1=C(O)/C(=C\c2ccc(CNC(=O)C(=O)Nc3ccc(Cl)c(Cl)c3)o2)N=C1C
 : 14 | 0.3 | 5 | -0.1
O=C(O)CN(Cc1ccccc1Cl)S(=O)(=O)c1cccc(C(F)(F)F)c1
 : 14 | -1.7 | 8 | 0.2
CN1CCN(C(=O)c2ccc(-c3ccc4c(c3)OCO4)nc2NCc2cccnc2)CC1
 : 11 | 0.9 | 4 | 0.5
CC1CCCCC1NC(=O)CN1C(=O)COc2cc(S(=O)(=O)N3CCCCC3)ccc21 (stereo not given)
 : -3 | -1.9 | 2 | -0.1
O=C(CCCc1ccccc1)Nc1ccnn1C1CCN(C2CCOCC2)CC1
 : 2 | -0.1 | 6 | 0.0
CC1=C(C(=O)OCC2CCCO2)C(c2cccc([N+](=O)[O-])c2)NC(=O)N1 (stereo not given)
 : 2 | -0.3 | -9 | 0.1
COc1ccc(NC(=O)c2cccc(NC(=O)CCCC(=O)O)c2)c(OC)c1
 : 4 | -1.3 | 1 | -0.2
CCOC(=O)c1sc2nc(SCC(=O)Nc3ccccc3OC)n(N)c(=O)c2c1C
 : -12 | -0.4 | -5 | -0.2
COCC(C)NC(=O)c1c(SC)nc2sccn2c1=O (stereo not given)
 : -3 | -0.5 | 15 | 1.8
CC(C)(C)C1=CC(=O)C(N2CCN(Cc3ccccc3)CC2)=CC1=O
 : -1 | -0.5 | 26 | -0.6
O=C(Nc1ccc(Cl)c(-c2nc3ccccc3s2)c1)c1ccc(F)cc1
 : 11 | -1.0 | 7 | 0.0
COc1ccc(/C=N/NC(=O)c2ccc(Cl)cc2Cl)cc1
 : -8 | 1.8 | 5 | -0.1
Cc1ccc(NC(=O)CNC(=O)Cc2ccc(Cl)cc2)cc1
 : -6 | -0.6 | 19 | -0.1
O=C1CC(Nc2ccc(F)cc2)C(=O)N1c1ccc(N2CCOCC2)cc1 (stereo not given)
 : -3 | 0.3 | 12 | 0.3
Cc1nc2ccccc2nc1SCc1nc2sccn2c1Br
 : -12 | 0.7 | 3 | 0.2
CC(C)NC(=O)CN1CCC(c2nc3ccccc3[nH]2)CC1
 : 10 | -0.3 | -9 | -0.1
CN(C)S(=O)(=O)c1ccc(S(=O)(=O)N2CCN(CCC#N)CC2)cc1
 : 3 | -0.1 | 18 | 0.7
CC1CC(C)CN(c2ccc(-n3cnnn3)cc2[N+](=O)[O-])C1 (stereo not given)
 : -4 | 1.3 | 21 | 0.1
Cc1ccc(-c2ccc(CO)o2)c(Br)c1
 : 0 | -1.1 | 15 | 0.0
O=C(N1CCOCC1)N1CCC[C@H]1Cn1nc(-c2ccc(F)cc2)ccc1=O
 : -2 | -0.5 | 4 | -0.1
CCOC(=O)c1sc(NC(=O)c2cc3nc(-c4ccc(Br)cc4)cc(C(F)(F)F)n3n2)c(C(=O)OCC)c1C
 : 0 | 0.9 | -6 | -0.1
O=C(O)CC(NC(=O)COc1ccccc1)c1cccc([N+](=O)[O-])c1 (stereo not given)
 : 5 | 0.2 | -2 | 0.0
CCCCOC(=O)c1ccc(NC(=O)c2cc3nc(C)ccc3o2)cc1
 : 3 | 0.2 | -4 | 0.1
